Screens deposited in PubChem by several laboratories.
rCAG binder: r(CAG) repeat RNA binding; TO-PRO-1 dye displacement fluorescence; inhibition, % at 3 µM; 1.3% of 370,000 active;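 active means inhibition above the plate cutoff, the mean of all test compounds on that plate plus 3 SD, cut at about 35% in these data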;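 further: 0% = DMSO alone and 100% = 100 µM mitoxantrone as full dye displacement; higher means more dye released from RNA so lower well fluorescence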
mABHD4 FP: inhibits mouse alpha/beta hydrolase domain 4 | inhibition, % at 8.92 µM | 0.54% of 370,000 active | purified mABHD4, FP-Rh probe fluorescence polarization;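 active means inhibition exceeding the mean over every tested compound plus 3 SD, cut at about 30% in these data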;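 further: 0% = plate median of compound wells and 100% = S159A mutant with DMSO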
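Test system: mABHD4 protein | Buffer or medium: HEPES pH 7.0 buffer, 150 mM NaCl, 0.01% Pluronic F-127 | Probe or stimulus: FP-Rh fluorescent activity-based probe, added after compound pre-incubation | Timing: Pre-incubation 45 min, probe exposure 60 min, at 25 °C | Technique: Fluorescence polarization, excitation 525 nm, emission 598 nm, BODIPY TMR filters | Repeats: Single well per compound (singlicate)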
GC-B act: GC-B (human) receptor activation; P20594; HEK293-GC-B cells, CNP EC30, cGMP TR-FRET; 0% at EC30 CNP, 100% saturating CNP; activation, % at 10 µM; 0.11% of 370,000 active;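 active means activation at 10 µM reaching about 35% in either raw or pattern-adjusted values, limit read from the data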
LEDGF integ inh: blocks HIV-1 LEDGF/p75-dependent DNA integration | TR-FRET IN-LEDGF/p75 DNA integration, Eu/Cy5 | inhibition, % at 3.7 µM | 0.64% of 370,000 active | AID 743269;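 active means inhibition above the screen-wide mean plus 3 SD, cut at about 13% in these data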;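 further: signal is the Cy5 over europium emission ratio at 671 and 618 nm; 0% = plate median of compound wells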
HTRA1 inhibitor: blocks human HTRA1 serine peptidase. recombinant HTRA1, FP-rhodamine activity-based probe, fluorescence polarization. inhibition, % at 5.96 µM. 0.5% of 340,000 active. Q92743; in the data active means inhibition above about 36%;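 further: 0% = enzyme with DMSO and 100% = wells lacking enzyme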
Target sequence (Q92743 whole entry, looked up): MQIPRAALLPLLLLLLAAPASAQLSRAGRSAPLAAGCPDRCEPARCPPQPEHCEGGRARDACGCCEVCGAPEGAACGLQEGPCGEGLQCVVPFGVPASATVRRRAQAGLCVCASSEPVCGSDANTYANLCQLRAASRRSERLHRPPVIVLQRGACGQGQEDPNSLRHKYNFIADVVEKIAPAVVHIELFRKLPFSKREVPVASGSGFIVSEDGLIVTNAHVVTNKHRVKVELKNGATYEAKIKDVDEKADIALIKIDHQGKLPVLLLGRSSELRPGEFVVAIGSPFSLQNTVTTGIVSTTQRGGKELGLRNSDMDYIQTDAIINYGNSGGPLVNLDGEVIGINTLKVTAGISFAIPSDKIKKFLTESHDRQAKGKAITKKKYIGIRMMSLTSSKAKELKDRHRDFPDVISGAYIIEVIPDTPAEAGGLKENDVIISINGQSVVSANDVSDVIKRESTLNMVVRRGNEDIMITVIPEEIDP
SIAE inh: blocks human sialic acid acetylesterase; AID 1053197; 0.69% of 370,000 active; SIAE FP-Rh probe binding, fluorescence polarization; Q9HAT2; inhibition, % at 9.66 µM;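 active means inhibition above a cutoff: mean of compounds within the control limits plus 3 SD of those, cut at about 17% in these data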;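 further: 0% = plate median of compound wells and 100% = probe without SIAE protein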
Target sequence (Q9HAT2 whole entry, looked up): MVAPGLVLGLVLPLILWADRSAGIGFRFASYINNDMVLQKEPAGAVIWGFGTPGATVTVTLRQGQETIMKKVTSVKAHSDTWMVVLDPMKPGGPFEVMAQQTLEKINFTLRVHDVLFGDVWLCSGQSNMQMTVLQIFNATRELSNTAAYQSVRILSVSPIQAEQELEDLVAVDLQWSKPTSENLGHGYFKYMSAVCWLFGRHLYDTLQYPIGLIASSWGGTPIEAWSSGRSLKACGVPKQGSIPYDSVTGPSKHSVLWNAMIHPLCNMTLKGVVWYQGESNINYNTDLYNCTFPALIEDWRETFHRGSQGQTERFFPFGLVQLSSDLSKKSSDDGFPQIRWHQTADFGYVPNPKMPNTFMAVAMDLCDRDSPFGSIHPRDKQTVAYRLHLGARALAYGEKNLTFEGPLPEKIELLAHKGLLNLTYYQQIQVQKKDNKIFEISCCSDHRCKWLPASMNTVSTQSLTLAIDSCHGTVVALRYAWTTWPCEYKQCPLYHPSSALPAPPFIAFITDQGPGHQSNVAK
MBD2 inh: blocks human MBD2 binding to methylated DNA | 0.31% of 370,000 active | Q9UBB5 | TR-FRET, MBD2 binding to methylated oligonucleotide | inhibition, % at 4.4 µM | AID 686964; in the data active means inhibition above about 13%
TDP2 absorb: blocks human TDP2 phosphodiesterase activity | O95551 | inhibition, % at 12.8 µM | recombinant TDP2, T5PNP hydrolysis, p-nitrophenol absorbance 415 nm | 0.34% of 370,000 active;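 active means inhibition above the mean of all tested compounds plus 3 SD, set per campaign, cut at about 25% in these data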;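 further: 0% = DMSO with enzyme and 100% = buffer with substrate but no TDP2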
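Incubation: 2 h at 37 °C; Test system: recombinant human TDP2; Quantity: enzyme 120 nM; Read-out basis: percent inhibition; Medium: 50 mM Tris-HCl pH 7.5 with Mg2+, KCl, DTT, BSA; Repeats: single replicate; Compound: 12.8 µM single point, 1% DMSO; Signal: epi absorbance; Reagent: 5 mM T5PNP chromogenic substrate; Benchmarks: no-enzyme high, DMSO-plus-enzyme low.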
TCR-CD3 inh: blocks the human TCR-CD3 interaction; TAMRA-labeled TCR probe fluorescence, biochemical; inhibition, % at 9.4 µM; 0.37% of 360,000 active; AID 651800; in the data active means inhibition above about 19%;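 further: recombinant mutant TCR 2C K166C tagged with TAMRA read by polarization; 0% = receptor in buffer alone and 100% = receptor with positive control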
PRMT1 inh: inhibitors of human PRMT1. Q99873. recombinant PRMT1, activity-based probe fluorescence polarization. inhibition, % at 2.79 µM. 1.3% of 370,000 active;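 active means inhibition above about 21% made by adding two undisclosed values, limit read from the data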
Numbers without * were called inactive; . = no result given. Some of the compounds tested; count on the stated rates, not on these rows.

Screens in order: PRMT1 inh	TDP2 absorb	mABHD4 FP	LEDGF integ inh	HTRA1 inhibitor	rCAG binder	GC-B act	TCR-CD3 inh	MBD2 inh	SIAE inh
#1 O=C(Nc1ccccn1)c1ccccc1
    6	0	-5	-4	3	0	3	-3	0	-5
#2 CCN1CCC(NC(=O)Nc2cc(Cl)ccc2OC)CC1
    0	5	-2	-2	-8	-1	5	6	1	-4
#3 O=C(CNC(=O)c1ccco1)NCC(=O)OCc1cccc(Cl)c1
    0	-10	-1	1	5	-2	3	4	-1	-4
#4 CCOC(=O)C1C(C(C)=O)=C(c2ccccc2)c2ccccc2N1S(=O)(=O)C(F)(F)F (stereo not given)
    0	-2	10	3	-8	5	-3	1	-3	2
#5 CC1(C(=O)NCc2cccc(C(F)(F)F)c2)CCN1Cc1ccc2ccccc2c1 (stereo not given)
    0	-1	-8	-1	.	-3	-7	1	-6	1
#6 CCN(CC)C(=O)C(=O)c1cccn1-c1cccc(Cl)c1C#N
    0	5	1	-2	-4	-4	1	-1	1	-4
#7 Cc1cnc(NC(=O)c2ccc(F)c(S(=O)(=O)N3CCOCC3)c2)s1
    -7	-20	-6	3	9	2	-1	-10	-3	-4
#8 CC(=O)c1cccc(CN2CCN(Cc3ccc(C)cc3)C(CCO)C2)c1 (stereo not given)
    0	5	0	-1	9	-9	3	0	1	-1
#9 CCN(CC)CCNC(=O)Cn1c(=O)c2cccn2c2ccc(F)cc21
    -2	2	-6	2	6	1	-2	3	0	-1
#10 CC1CCc2c(sc3ncn(CC(=O)N=Nc4c(O)[nH]c5ccccc45)c(=O)c23)C1 (stereo not given)
    -9	-10	-1	1	-4	3	-2	-2	-4	4
#11 CN(C(=O)c1ccc(NC(=O)Cc2ccc(NC(=O)C3CCCN(C(=O)C4CCCCC4)C3)cc2)cc1)C1CCCC1 (stereo not given)
    -1	-6	5	5	-8	5	-3	2	-6	0
#12 CCOc1ccc(Oc2cc(NC(=O)c3ccco3)cc([N+](=O)[O-])c2)cc1
    -1	4	-7	0	-38	10	-5	-7	1	10
#13 Cc1ccc(S(=O)(=O)N2CCN(C(=O)C3CC(=O)N(c4ccc5c(c4)OCCO5)C3)CC2)cc1 (stereo not given)
    3	-3	3	-7	-7	6	-7	-4	-2	-2
#14 C[C@@H]1COC(=O)[C@@H](CC(=O)OC(C)(C)C)C/C=C\C[C@H](CC(=O)N(CCO)Cc2ccccc2)C(=O)N1
    -2	0	3	2	-9	-8	-2	0	-2	1
#15 CC1(C)OC(=O)N2CCc3ccccc3C21C (stereo not given)
    -1	-11	-4	-1	5	3	7	-4	-4	-5
#16 O=C(CNC1CCCCCC1)Nc1ccc(S(=O)(=O)NC2CC2)cc1
    -1	2	-1	0	-1	-1	-5	-3	8	7
#17 CC1(C)CC(=O)C/C(=N/Nc2nc3ccccc3s2)C1
    -4	5	30*	2	21	10	0	-2	-1	11
#18 Cc1ccc(-c2nc(CN3CCCC(C(=O)N4CCOCC4)C3)c(C)o2)cc1 (stereo not given)
    -4	7	-6	3	-13	-6	12	12	-4	-1
#19 Cc1cccc(Nc2nnc(SCC(=O)NCc3cccs3)s2)c1
    -2	-9	1	1	-9	1	-1	0	3	3
#20 O=C(Cc1cccc(NC(=O)C2CCN(C(=O)C3CCC3)CC2)c1)Nc1cccc(C(=O)N2CCCC2)c1
    0	-5	-2	2	-3	4	2	1	1	-12
#21 CC(C)(C)c1ccc(C(=O)NNC(=O)Cc2ccccc2)cc1
    -2	0	0	3	-4	-5	-1	3	4	-6
#22 O=C1[C@H](Cc2ccccc2)NCC=CC[C@H](c2ccc(Cl)cc2)N1Cc1ccccc1
    0	6	2	-3	-51	-2	-20	-2	0	1
#23 Cc1ccc(OCc2nc3ccccc3n2C)cc1
    -3	3	4	-4	-2	-5	-5	-2	0	-1
#24 CNc1ccc(-c2cc(OC)ccc2OC)cn1
    0	-1	-3	1	.	2	-7	4	1	-4
#25 O=C(COc1ccccc1Cl)NC(=S)Nc1ccc(CN2CCOCC2)cc1
    -1	-5	0	1	-12	-6	7	6	-1	-15
#26 Cc1cc(C)c(C#N)c(SCC(O)COc2ccc(Br)cc2)n1 (stereo not given)
    -1	4	-14	1	-28	-3	0	-5	3	-11
#27 C[C@@H]1NC(=O)OC1c1ccco1 (stereo not given in full)
    -4	9	-1	-2	7	1	2	6	-1	3
#28 COc1cc(/C=N/NC(=O)Cn2nc([N+](=O)[O-])cc2C)cc(Br)c1OCc1ccccc1
    -1	-1	-3	0	-8	4	2	-8	-9	-77
#29 COc1ccc(OC)c(C(=O)N2CCC(n3nccc3NC(=O)CC(C)C)CC2)c1
    -7	5	-2	0	-1	-1	-1	5	2	2
#30 COc1ccc(NC(=O)c2ccc(C)cc2)cc1
    -3	6	5	-2	6	-2	10	-7	-1	-5
#31 CCC12CN3CCN(CC(C3)/C1=N\NC(=O)Nc1ccccc1)C2
    -1	5	7	-2	-4	0	-2	4	-5	-1
#32 O=C1CC(c2c[nH]c3ccccc23)C(=O)N1c1ccccc1 (stereo not given)
    0	2	1	3	-2	6	8	8	-5	5
#33 CCCN1C(=O)c2cc(C(=O)Nc3ccc(OC)cc3OC)ccc2C1Nc1ccc(OC)cc1OC (stereo not given)
    3	-6	-2	-4	-2	8	1	-7	3	1
#34 CC(C)C[C@H]1CNC(=S)N1CC1CCCN1C[C@H](CC(C)C)N1C[C@H](Cc2ccc(O)cc2)N(CC2CCCCCC2)C1=S (stereo not given in full)
    -10	4	1	4	-4	2	4	2	-5	-14
#35 CCCCn1ccnc1C(=O)c1cc(S(=O)(=O)N2CCOCC2)ccc1C
    0	-1	1	-4	-2	-4	-2	6	-2	-1
#36 Cc1ccn2cc(CCNC(=O)C3CCCCC3)nc2c1
    -5	7	3	0	1	1	-5	1	3	2
#37 Cc1cc(/C=C(/C#N)C(=O)Nc2ccccc2)c(C)n1-c1cccnc1
    3	2	-4	-1	-10	-1	3	5	0	1
#38 CCOC(=O)C(/C=C(\C#N)C(=O)OCC)=C(/N)N1CCN(c2c(C)cccc2C)CC1
    2	14	3	1	-4	-2	-2	-2	7	4
#39 CC(C)OCCCNC(=O)CN1CCN(Cc2ccc(Cl)cc2)C1=O
    -6	-1	3	1	5	-5	1	-2	0	-2
#40 Cc1cccc(NC(=O)C(C)Oc2ccccc2C)n1 (stereo not given)
    -1	2	-3	-2	3	-2	2	2	-1	1

Sorted by length of the SMILES (ascending): 9 of the compounds above.
Screens in order: PRMT1 inh	TDP2 absorb	mABHD4 FP	LEDGF integ inh	HTRA1 inhibitor	rCAG binder	GC-B act	TCR-CD3 inh	MBD2 inh	SIAE inh
#30 COc1ccc(NC(=O)c2ccc(C)cc2)cc1
    -3	6	5	-2	6	-2	10	-7	-1	-5
#40 Cc1cccc(NC(=O)C(C)Oc2ccccc2C)n1 (stereo not given)
    -1	2	-3	-2	3	-2	2	2	-1	1
#21 CC(C)(C)c1ccc(C(=O)NNC(=O)Cc2ccccc2)cc1
    -2	0	0	3	-4	-5	-1	3	4	-6
#31 CCC12CN3CCN(CC(C3)/C1=N\NC(=O)Nc1ccccc1)C2
    -1	5	7	-2	-4	0	-2	4	-5	-1
#25 O=C(COc1ccccc1Cl)NC(=S)Nc1ccc(CN2CCOCC2)cc1
    -1	-5	0	1	-12	-6	7	6	-1	-15
#29 COc1ccc(OC)c(C(=O)N2CCC(n3nccc3NC(=O)CC(C)C)CC2)c1
    -7	5	-2	0	-1	-1	-1	5	2	2
#22 O=C1[C@H](Cc2ccccc2)NCC=CC[C@H](c2ccc(Cl)cc2)N1Cc1ccccc1
    0	6	2	-3	-51	-2	-20	-2	0	1
#38 CCOC(=O)C(/C=C(\C#N)C(=O)OCC)=C(/N)N1CCN(c2c(C)cccc2C)CC1
    2	14	3	1	-4	-2	-2	-2	7	4
#34 CC(C)C[C@H]1CNC(=S)N1CC1CCCN1C[C@H](CC(C)C)N1C[C@H](Cc2ccc(O)cc2)N(CC2CCCCCC2)C1=S (stereo not given in full)
    -10	4	1	4	-4	2	4	2	-5	-14

New compounds follow.
Screens in order: PRMT1 inh	TDP2 absorb	mABHD4 FP	LEDGF integ inh	HTRA1 inhibitor	rCAG binder	GC-B act	TCR-CD3 inh	MBD2 inh	SIAE inh
#41 Cc1ccccc1NC(=S)NC(C)CCc1ccccc1 (stereo not given)
    -1	-10	-11	3	-7	0	3	6	-5	2
#42 CCNC(=O)c1c(NC(=O)C2COc3ccccc3O2)sc2c1CCCC2 (stereo not given)
    -2	-11	0	2	3	-2	2	8	-7	-1
#43 O=[N+]([O-])c1ccc(C(O)CN=Cc2ccc(O)cc2O)cc1 (stereo not given)
    0	2	10	10	25	32	-1	-2	5	8
#44 CCOC(=O)COc1coc(CN2CCN(c3cccc(Cl)c3)CC2)cc1=O
    4	7	-1	1	3	-11	2	0	-2	0
#45 CCCN1CCN(C(=O)c2cn(CC(C)C)c(=O)c3cc(OC)c(OC)cc23)CC1
    -1	-10	-16	-3	4	-6	-1	-7	2	-8
#46 COc1cc2c(cc1OC)CN(C1CC(=O)N(c3c(C)cccc3C)C1=O)CC2 (stereo not given)
    32*	-7	-10	-2	0	13	0	-7	2	-8
#47 Cc1cc2c(=O)oc(-c3ccc(F)cc3)nc2s1
    2	-1	3	-2	-18	-2	-6	3	2	-7
#48 O=C(COc1ncnc2ccccc12)c1ccc2c(c1)OCCO2
    -4	1	3	0	3	2	-7	2	-1	0
